LYPLA2 counter: blocks human lysophospholipase 2, a PME1 counter-screen. inhibition, % at 5.9 µM. hit rate 0.38% among 320,000. AID 2177. O95372. recombinant LYPLA2, FP-Rh probe fluorescence polarization;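 active = inhibition above the screen-wide mean plus 3 SD, limit set per campaign, cut at about 26% in these data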;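 note: 0% = LYPLA2 with DMSO and 100% = wells lacking LYPLA2 enzyme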
Target sequence (O95372 whole entry, looked up): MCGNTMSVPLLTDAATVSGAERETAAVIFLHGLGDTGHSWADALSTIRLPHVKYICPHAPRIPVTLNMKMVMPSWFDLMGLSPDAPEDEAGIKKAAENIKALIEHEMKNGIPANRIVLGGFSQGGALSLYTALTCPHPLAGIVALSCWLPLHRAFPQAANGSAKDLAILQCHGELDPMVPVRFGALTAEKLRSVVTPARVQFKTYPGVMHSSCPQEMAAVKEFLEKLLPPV
pPAFAH inh: pPAFAH (human) enzyme inhibition; AID 463082; Q13093; hit rate 1.5% among 330,000; recombinant pPAFAH, FP-rhodamine probe fluorescence polarization; inhibition, % at 3.39 µM;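 active = inhibition above the mean inhibition across the screen plus 3 SD, cut at about 25% in these data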;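 note: inhibitors block binding of the rhodamine activity-based probe so polarization drops; 0% = enzyme with DMSO and 100% = wells lacking pPAFAH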
LYPLA1 counter: counter-screen for PME1 inhibitors: inhibitors of human LYPLA1. hit rate 0.16% among 320,000. inhibition, % at 5.9 µM. recombinant LYPLA1, FP-Rh probe fluorescence polarization. AID 2174. O75608;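 active = inhibition above the mean of all tested compounds plus 3 SD, set per campaign, cut at about 14% in these data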;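 note: inhibitors block serine hydrolase probe labeling of LYPLA1 so polarization falls; 0% = enzyme with DMSO and 100% = wells lacking LYPLA1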
Target sequence (O75608 whole entry, looked up): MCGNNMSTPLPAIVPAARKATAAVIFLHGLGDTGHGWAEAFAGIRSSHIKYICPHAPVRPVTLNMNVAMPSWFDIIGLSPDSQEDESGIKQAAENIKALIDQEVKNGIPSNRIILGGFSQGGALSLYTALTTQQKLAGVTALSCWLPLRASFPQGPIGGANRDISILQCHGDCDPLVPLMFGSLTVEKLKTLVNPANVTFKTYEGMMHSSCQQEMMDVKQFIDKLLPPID
PAFAH1B3 FP inh: PAFAH1B3 (human) inhibition; Q15102; recombinant PAFAH1B3, FP-rhodamine probe, fluorescence polarization; inhibition, % at 3.39 µM; hit rate 0.28% among 340,000; AID 492972;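 active = inhibition above the screen-wide average of all tested compounds plus 3 SD, cut at about 25% in these data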;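 note: 0% = enzyme with DMSO only and 100% = wells lacking PAFAH1B3 protein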
Target sequence (Q15102 whole entry, looked up): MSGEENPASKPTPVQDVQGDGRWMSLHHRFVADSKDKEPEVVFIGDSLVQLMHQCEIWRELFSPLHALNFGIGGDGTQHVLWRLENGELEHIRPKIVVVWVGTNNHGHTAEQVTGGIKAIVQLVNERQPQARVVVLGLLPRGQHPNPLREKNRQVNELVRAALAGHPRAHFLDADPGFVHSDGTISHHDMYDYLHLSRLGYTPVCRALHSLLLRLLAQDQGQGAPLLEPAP
ZTA DNA inh: counter-screen for EBNA-1 inhibitors: inhibitors of Epstein-Barr virus ZTA. P03206. ZTA-DNA binding, fluorescence polarization. inhibition, % at 11 µM. hit rate 0.15% among 320,000; in the data active = inhibition above about 33%
PAFAH2 FP inh: inhibitors of human PAFAH2 | Q99487 | recombinant PAFAH2, FP-rhodamine activity probe, fluorescence polarization | inhibition, % at 3.39 µM | hit rate 0.99% among 340,000 | AID 492956;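 active = inhibition above the mean over all tested compounds plus 3 SD, cut at about 30% in these data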;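 note: inhibitors block probe labeling of enzyme so polarization drops; 0% = enzyme with DMSO and 100% = wells lacking PAFAH2 protein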
EBNA-1 inh: blocks EBNA-1 binding to DNA | EBNA-1 DNA binding, fluorescence polarization | inhibition, % at 14.8 µM | hit rate 0.34% among 300,000; in the data active = inhibition above about 28%
PREPL inh: human PREPL enzyme inhibition. Q4J6C6. inhibition, % at 5.96 µM. hit rate 0.68% among 320,000. recombinant PREPL, fluorescence polarization activity-based probe; in the data active = inhibition above about 43%;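 note: 0% = enzyme with DMSO and 100% = wells lacking enzyme; many of its hits are not listed in these tables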
PAFAH1B2 FP inh: inhibitors of human PAFAH1B2; inhibition, % at 3.39 µM; recombinant PAFAH1B2, FP-rhodamine activity probe, fluorescence polarization; P68402; hit rate 1.2% among 340,000;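 active = inhibition above the mean of all tested compounds plus 3 SD, cut at about 24% in these data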;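 note: 0% = enzyme with DMSO and 100% = wells lacking PAFAH1B2; many of its hits are not listed in these tables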
Target sequence (P68402 whole entry, looked up): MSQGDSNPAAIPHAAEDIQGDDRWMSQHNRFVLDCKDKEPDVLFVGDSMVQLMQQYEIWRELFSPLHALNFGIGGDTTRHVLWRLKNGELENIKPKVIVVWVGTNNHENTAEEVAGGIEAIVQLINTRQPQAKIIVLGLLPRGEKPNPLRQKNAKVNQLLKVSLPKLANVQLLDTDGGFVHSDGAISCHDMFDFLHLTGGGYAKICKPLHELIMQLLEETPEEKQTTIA
Starred values were filed as active, the others as inactive; x = no result given.

SMILES	LYPLA2 counter	pPAFAH inh	LYPLA1 counter	PAFAH1B3 FP inh	ZTA DNA inh	PAFAH2 FP inh	EBNA-1 inh	PREPL inh	PAFAH1B2 FP inh
C=CCn1c(C)c(C(C)=O)cc(NC(=O)c2ccccc2)c1=O	6	1	-1	0	5	-1	-9	-1	1
O=C(NNS(=O)(=O)c1ccc(Cl)cc1)c1cccs1	-2	2	-2	3	17	-7	1	-2	10
COc1ccc2c(c1)[nH]c1c(=O)n(CCCn3ccnc3)cnc12	-8	-4	-2	5	-11	6	-1	-3	-5
Cc1cc(/C=N/NC(N)=S)c(C)n1-c1ccc(Cl)cc1	4	6	3	3	4	-4	6	29	5
CC(CCc1ccccc1)NC(=O)C(=O)Nc1ccccc1 (stereo not given)	4	-2	-2	-5	-7	1	0	-2	3
COc1ccc(-c2cc(C(F)(F)F)n3nc(C(=O)Nc4c(C)n(C)n(-c5ccccc5)c4=O)c(Cl)c3n2)cc1	-3	-2	-2	-2	2	8	-11	9	4
O=C(COc1ccc(C(=S)N2CCCC2)cc1)Nc1ccc(F)cc1	9	4	2	-1	-10	-2	-9	2	-2
COc1ccc(NC(=O)Cc2ccsc2)cc1S(=O)(=O)N1CCCCC1	-10	-2	-4	2	-8	1	x	5	-5
CN(C)S(=O)(=O)c1ccc(Cl)c(C(=O)Nc2cccc3ncccc23)c1	0	-1	3	-2	-16	-4	-4	4	-2
Fc1cccc(Cl)c1Cn1nnc2c(NCc3ccccn3)ncnc21	-4	1	3	2	-12	1	12	6	5
COc1ccccc1C(C)NC(=O)C1CCN(S(=O)(=O)c2cccs2)CC1 (stereo not given)	5	8	-2	8	0	5	x	4	5
CCn1ncc(C2=NOC(C(=O)Nc3cccc(C(C)=O)c3)C2)c1C (stereo not given)	1	4	0	2	10	-3	7	2	2
CO/N=C\CC(=O)Nc1ccc(Cl)c(Cl)c1	-6	-5	-6	3	-5	7	-13	5	3
O=C(CCCCn1c(=O)c2ccccc2n(Cc2ccccc2F)c1=O)NC1CCN(Cc2ccccc2)CC1	5	1	-1	-2	-20	1	-1	3	2
COc1ccc(CCC(=O)NCCS(=O)(=O)N2CCN(c3ccc(F)cc3)CC2)cc1	1	-1	-2	15	2	2	2	7	10
CCOc1cc(/C=C/C(=O)O)ccc1OCCO	2	3	-2	-1	-2	2	1	1	1
O=C(NCCCN1CCOCC1)c1nn2c(C(F)(F)F)cc(-c3ccco3)nc2c1Cl	3	2	2	-1	8	5	12	-6	3
CCCn1nnc(NC(=O)c2cccnc2Cl)n1	10	6	5	-2	-4	6	6	9	4
C[C@H](CO)N1C[C@H](C)[C@@H](CN(C)C(=O)Nc2ccccc2)Oc2ccc(NC(=O)c3ccncc3)cc2C1=O	x	0	x	9	x	3	x	15	4
COc1cccc(-c2ncc3ccccc3c2COC(=O)N2CCCCC2)c1	4	0	0	0	1	-2	x	13	4
CCSCc1nnc(SCC(=O)Nc2cccc(SC)c2)n1C	-2	0	-1	4	-9	4	-6	3	3
C=CCn1c(=O)c(C(=O)NCCc2ccc(Cl)cc2)c(O)c2cc(OC)c(OC)cc21	0	-7	1	13	-16	-9	-16	11	7
C[C@H](CO)N1C[C@H](C)[C@@H](CN(C)Cc2ccc3c(c2)OCO3)Oc2c(NC(=O)C3CCCCC3)cccc2C1=O	x	2	x	-8	x	-4	x	7	2
COCCn1c(SCC(=O)N(C)c2ccccc2)nc2c([nH]c3ccccc32)c1=O	-4	-4	-4	0	0	-2	-5	10	-1
O=C(N/N=C\c1ccccc1)c1cccc(C(=O)N/N=C\c2ccccc2)n1	-8	-35	-32	x	15	x	5	9	x
O=C(c1cn(Cc2ccccc2)nc1-c1cccnc1)N1CCc2ccccc2C1	3	0	1	7	12	3	x	21	4
CCC(=O)N1CCN(c2ccc(NC(=O)c3ccc4c(c3)OCO4)cc2)CC1	6	4	-1	3	-2	-14	-5	5	2
O=C(COc1nc2ccccc2nc1N1CCOCC1)Nc1ccc(S(=O)(=O)N2CCCC2)cc1	0	3	-4	-9	3	-8	-11	-2	3
CC1=C(C#N)C(NC(=O)C2CC2)(C(F)(F)F)C(=O)N1 (stereo not given)	-3	-5	0	-8	-15	-3	-2	-1	2
Cn1nc(-c2ccccc2)c2cc([N+](=O)[O-])ccc21	1	8	-4	6	-6	3	-2	-10	1
O=S1(=O)CCOC[C@H](c2ccccc2)N1Cc1cccc(Cl)c1	4	6	2	-1	-25	4	5	7	29*
COc1ccc(Nc2c3c(nc4ccccc24)CCC3)c(OC)c1	0	2	-3	5	-11	-4	-8	24	3
CC(C)n1cnc2c(N(C)c3cccc(Cl)c3)nc(N(CCO)CCO)nc21	0	10	-1	5	18	0	14	6	4
CN1CCN(C(=S)NC(=O)c2ccco2)CC1	3	4	4	5	4	-6	-14	5	3
CCC(=O)Nc1cc(-c2nnc(OC)c3ccccc23)ccc1N1CCOCC1	2	4	2	-1	9	-2	-7	10	-1
CN1C(=O)c2ccccc2C(C(=O)NCCCN2CCCC2)C1c1c[nH]c2ccccc12 (stereo not given)	2	4	3	8	-13	-8	-7	-6	-3
C/C(=C/CCC(C)(O)C1CC[C@@]2(C)[C@@H]3CC=C4[C@@H](CC[C@H](O[C@H]5O[C@@H](CO)[C@H](O)[C@@H](O)[C@@H]5O)C4(C)C)[C@]3(C)C(=O)C[C@]12C)CO[C@@H]1O[C@H](CO)[C@@H](O)[C@H](O)[C@H]1O (stereo not given in full)	x	3	x	5	x	9	x	14	1
Cc1ccc(S(=O)(=O)N2CCCC2C(=O)OCc2ccco2)cc1 (stereo not given)	4	13	0	-2	16	5	9	1	-3
Cc1ccc(-n2nnnc2SCC(=O)c2cc(C)n(CC3CCCO3)c2C)cc1 (stereo not given)	-3	-4	-4	2	-7	2	101*	-5	3
COC(=O)c1ccc(CN2CCC(CO)(Cc3ccccc3Cl)CC2)cc1	-4	1	-1	1	-27	1	-9	-2	1
CCc1nc(C)ccc1OCC(=O)N1CCc2c([nH]c3ccccc23)C1c1ccccn1 (stereo not given)	3	6	2	0	12	7	-11	-4	4
CC(NCC(O)COc1ccc(Br)cc1)c1ccccc1 (stereo not given)	-6	0	1	-3	-1	-4	-5	-21	10
Cc1cc(C)n(CC(=O)N2N=C(C(F)F)CC2(O)C(F)F)n1 (stereo not given)	-6	1	1	2	3	-1	-1	-1	-2
COCCn1c(=NC(=O)CCS(=O)(=O)c2ccccc2)sc2cc(C)ccc21	-1	3	-2	9	-8	0	-10	1	-2
CCN(CC)CCCN1C(=O)c2oc3ccccc3c(=O)c2C1c1cccnc1 (stereo not given)	-3	-6	-3	4	-17	0	-2	-3	4
O=C(NC(NC(=S)Nc1cccc(Cl)c1)C(Cl)(Cl)Cl)OCc1ccccc1 (stereo not given)	-115	-53	-58	-7	-25	-77	8	-9	-23
O=C(CCCn1c(=S)[nH]c2cc3c(cc2c1=O)OCO3)NC1CC1	4	-5	1	9	3	2	-11	16	1
CC1CC(C)CN(C(=O)c2cccc(NC(=O)CC3SC(N4CCCCC4)=NC3=O)c2)C1 (stereo not given)	x	6	x	-7	x	-6	x	9	-3
CSC(SC)=C(C#N)C(=O)c1ccccc1	5	0	2	9	-8	8	3	-6	11
CCCCn1c(N)c(N(CCOC)C(=O)C2CCN(S(=O)(=O)c3ccc(C)cc3C)CC2)c(=O)[nH]c1=O	-2	-3	1	12	-9	2	-15	12	4
Cc1ccc(S(=O)(=O)NCC2CCC(C(=O)NC3CCCCC3)CC2)cc1 (stereo not given)	1	2	1	12	1	-11	49*	5	0
Cc1noc(C)c1C(=O)N1CCCC1	1	6	-2	4	12	5	5	7	2
C=CCOc1ccc(/C=C2/C(=O)ON=C2C)cc1OCC	-9	2	-3	5	13	6	-5	-2	-2
Cc1nn(-c2ccccc2)c(C)c1NC(=O)COC(=O)C1CC(=O)N(CCc2ccccc2)C1 (stereo not given)	3	17	0	4	-2	-4	3	0	2
Cc1cccn2c(=O)c3cc(C(=O)N4COCC4(C)C)n(Cc4ccccc4)c3nc12	2	0	0	5	-14	3	-1	8	3
CN(Cc1ccccc1)C(=O)CCn1c(=O)oc2ccccc21	-1	4	0	-11	14	-2	10	-1	0
NNC(=O)c1nn(-c2ccccc2)cc1O	-1	31*	-3	x	0	x	3	27	x
CN(C)S(=O)(=O)c1ccc(Cl)c(-c2nnc3n2CCCCC3)c1	-3	-3	-2	0	-7	-5	-10	19	-5
Cc1nonc1NC(=O)c1ccc(Cl)c(S(=O)(=O)N2CCCCC2)c1	0	2	4	4	15	10	3	6	8
Cc1cc(NC(=O)CC(CN(C)S(=O)(=O)c2ccccc2)c2ccccc2)no1 (stereo not given)	-1	-4	-2	7	14	18	7	-20	3

Next section.
SMILES	LYPLA2 counter	pPAFAH inh	LYPLA1 counter	PAFAH1B3 FP inh	ZTA DNA inh	PAFAH2 FP inh	EBNA-1 inh	PREPL inh	PAFAH1B2 FP inh
Cc1ccc(OCc2cc(C(=O)NCC(C)(C)N3CCOCC3)no2)cc1C	-1	0	-1	4	10	1	1	18	-6
COc1ccc(N2C(=O)CSC(c3ccccc3)C2=O)cc1 (stereo not given)	-5	3	-3	1	5	7	-4	7	2
Oc1ccc(-c2c(C3=CCCCC3)sc3ccccc23)cc1	-3	8	0	10	-15	-1	14	11	8
CCCN(Cc1nnc(-c2ccccc2Cl)o1)C(=O)COc1ccc(Cl)cc1	2	6	0	2	15	4	x	2	2
Cc1nn(-c2ccccc2)c(Cl)c1/C=N/NC(=O)CCNc1n[nH]c(=O)[nH]c1=O	1	2	-2	x	-1	x	2	0	x
COc1ccc(C(CNC(=O)CCNC(=O)c2ccccc2OC)N2CCCC2)cc1 (stereo not given)	0	-1	1	-1	20	8	4	7	-1
O=C(Nc1ccc(OC(F)F)c(Cl)c1)c1cccc(OC(F)F)c1	-41	-13	-23	-4	-1	-8	-16	7	-2
O=S(=O)(c1ccccc1)N(CC(O)COc1ccccc1)c1ccccc1 (stereo not given)	-2	-4	-5	6	-4	9	-6	-10	9
COC(=O)c1sc2ccccc2c1NC(=O)c1ccc(S(=O)(=O)N2CC(C)CC(C)C2)cc1 (stereo not given)	18	5	7	-2	-1	-5	8	2	-4
CCOCCCNCC(O)c1ccccc1 (stereo not given)	-1	1	0	-1	-6	3	3	2	0
Cc1ccc2[nH]c(=O)c(CN(Cc3ccccc3Cl)C(=O)N3CCOCC3)cc2c1	3	3	-2	-2	-3	1	10	8	0
CCC1(C(=O)OC)NC(c2ccco2)C2C(=O)N(c3ccccc3)C(=O)C21 (stereo not given)	-5	-6	2	-7	4	5	-14	0	-2
O=C(CC1C(=O)NCCN1Cc1cccc(F)c1)NCCCCCN1CCOCC1 (stereo not given)	3	5	7	2	0	1	-3	7	7
Cn1nc(C(=O)Nc2c(-c3ccccc3)nc3sccn23)c2ccccc2c1=O	4	-2	0	-7	-2	-9	4	23	0
CCOC(=O)c1nnc(-c2ccc(C)cc2)nc1N1CCSCC1	-2	8	0	-1	-17	-12	0	-6	-2
CN(C(=O)COC(=O)c1cnc(Cl)c(Cl)c1)C1CCCCC1	x	0	x	6	x	-4	x	19	5

The list is partial (hit frequency here may not be typical).
